Source: PubChem (Broad Institute)
NSD2 inh – inhibitors of human NSD2, primary screen, biochemical, plate reader, single point; Histone-lysine N-methyltransferase NSD2 (Homo sapiens), O96028; inhibition, % at 12.5 µM; AID 624260, 2012; NSD2-SET H3K36me1 DELFIA fluorescence; actives 0.07% (n = 44,000); in the data active = inhibition above about 54%, passing the limit was not always enough;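 also: inhibitors reduce the monomethyl H3K36 fluorescence signal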
Target sequence (O96028 whole entry, looked up): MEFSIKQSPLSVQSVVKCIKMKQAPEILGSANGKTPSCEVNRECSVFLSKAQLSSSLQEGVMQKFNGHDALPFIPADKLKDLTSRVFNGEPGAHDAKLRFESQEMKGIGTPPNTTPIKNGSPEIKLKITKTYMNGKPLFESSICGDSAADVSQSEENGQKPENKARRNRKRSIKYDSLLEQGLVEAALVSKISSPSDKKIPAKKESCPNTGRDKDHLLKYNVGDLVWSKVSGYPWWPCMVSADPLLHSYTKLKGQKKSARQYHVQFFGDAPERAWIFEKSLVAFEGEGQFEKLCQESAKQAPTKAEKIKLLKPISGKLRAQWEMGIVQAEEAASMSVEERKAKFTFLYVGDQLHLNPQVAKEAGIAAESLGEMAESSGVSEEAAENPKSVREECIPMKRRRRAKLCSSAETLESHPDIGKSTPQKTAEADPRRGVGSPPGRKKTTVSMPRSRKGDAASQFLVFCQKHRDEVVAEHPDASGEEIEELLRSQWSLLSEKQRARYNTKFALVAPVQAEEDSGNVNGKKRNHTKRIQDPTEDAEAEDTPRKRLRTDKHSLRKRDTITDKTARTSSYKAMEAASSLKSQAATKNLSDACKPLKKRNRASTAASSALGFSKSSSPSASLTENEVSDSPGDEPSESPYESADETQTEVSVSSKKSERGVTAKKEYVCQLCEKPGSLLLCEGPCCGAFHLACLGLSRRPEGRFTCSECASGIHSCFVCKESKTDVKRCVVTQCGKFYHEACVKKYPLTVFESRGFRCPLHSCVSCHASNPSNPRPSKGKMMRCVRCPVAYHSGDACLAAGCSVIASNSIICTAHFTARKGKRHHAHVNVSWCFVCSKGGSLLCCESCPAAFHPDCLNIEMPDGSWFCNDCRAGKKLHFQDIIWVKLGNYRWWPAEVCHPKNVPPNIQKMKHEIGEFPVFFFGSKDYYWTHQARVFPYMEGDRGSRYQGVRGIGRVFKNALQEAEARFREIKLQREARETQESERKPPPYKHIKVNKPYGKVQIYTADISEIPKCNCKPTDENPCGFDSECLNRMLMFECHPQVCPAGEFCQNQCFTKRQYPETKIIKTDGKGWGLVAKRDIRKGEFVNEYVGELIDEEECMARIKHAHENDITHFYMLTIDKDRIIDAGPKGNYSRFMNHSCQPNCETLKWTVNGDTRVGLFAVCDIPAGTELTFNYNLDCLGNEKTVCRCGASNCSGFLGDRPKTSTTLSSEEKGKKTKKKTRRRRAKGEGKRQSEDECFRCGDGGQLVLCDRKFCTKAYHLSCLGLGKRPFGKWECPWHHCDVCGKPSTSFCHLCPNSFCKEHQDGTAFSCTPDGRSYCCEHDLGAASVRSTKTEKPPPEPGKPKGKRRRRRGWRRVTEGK
Starred values were filed as active, the others as inactive. A portion of the library (hit frequency here may not be typical).

SMILES	NSD2 inh
Cc1ccc(-c2cnc3c(c2)C(=O)N([C@H](C)CO)C[C@H](C)[C@H](CN(C)C(=O)c2cccc(F)c2)O3)cc1	1.6
CCC(=O)N(C)C[C@@H]1Oc2ncc(C#CC3(O)CCCC3)cc2C(=O)N([C@H](C)CO)C[C@@H]1C	5.4
C[C@@H]1CN([C@@H](C)CO)C(=O)c2cc(C3=CCCCC3)cnc2O[C@@H]1CN(C)Cc1ccncc1	-0.3
C[C@H](CO)N1C[C@H](C)[C@@H](CN(C)CC2CC2)Oc2ccc(NC(=O)Nc3ccc(C(F)(F)F)cc3)cc2CC1=O	-2.3
COC(=O)C[C@H]1C[C@H]2c3cc(NC(=O)NC4CCCCC4)ccc3O[C@H]2[C@H](CO)O1	-0.4
COc1cc2c(cc1OC)CN(C(=O)[C@H]1[C@@H]3C(=O)O[C@@H](c4ccccc4)[C@@H](c4ccccc4)N3[C@@H](c3ccc(O)cc3)[C@]13C(=O)Nc1ccccc13)CC2	-12.5
C[C@@H]1CN([C@@H](C)CO)C(=O)c2cccc(N(C)C)c2O[C@@H]1CN(C)Cc1ccc(C(=O)Nc2ccccc2N)cc1	1.5
CCCC#Cc1ccc2c(c1)O[C@@H](CN(C)S(C)(=O)=O)[C@H](C)CN([C@@H](C)CO)S2(=O)=O	-1.6
C[C@H]1CCCCO[C@@H](CN(C)C(=O)Nc2ccc(C(F)(F)F)cc2)[C@@H](C)CN([C@@H](C)CO)C(=O)c2cc(NC(=O)NC3CCCCC3)ccc2O1	-2.1
C[C@H]1CN([C@@H](C)CO)C(=O)Cc2cc(NC(=O)Cn3cnnn3)ccc2O[C@H]1CN(C)Cc1ccc(Cl)c(Cl)c1	-10.1
C[C@@H]1CN([C@@H](C)CO)C(=O)Cc2cc(NC(=O)Nc3ccc4c(c3)OCO4)ccc2O[C@H]1CN(C)Cc1ccc2c(c1)OCO2	-0.3
O=C(C[C@@H]1CC[C@H](NC(=O)c2cccnc2)[C@@H](CO)O1)NCc1ccc(Cl)c(Cl)c1	1.3
C[C@@H]1CN([C@@H](C)CO)C(=O)Cc2cc(NC(=O)NC3CCCCC3)ccc2O[C@H]1CN(C)Cc1ccc(C(=O)O)cc1	2.4
C[C@@H]1CN([C@@H](C)CO)C(=O)c2cccc(NC(=O)c3cnccn3)c2O[C@@H]1CN(C)S(=O)(=O)c1cn(C)cn1	6.5
CC(=O)N(C)C[C@H]1Oc2cc(-c3ccc(C)cc3)ccc2S(=O)(=O)N([C@@H](C)CO)C[C@H]1C	-2.1
Cc1ccc(S(=O)(=O)N(C)C[C@H]2Oc3ncc(-c4ccccc4)cc3C(=O)N([C@@H](C)CO)C[C@H]2C)cc1	1.8
C[C@@H]1CN([C@@H](C)CO)C(=O)c2cc(C3=CCCC3)cnc2O[C@@H]1CN(C)C(=O)NC1CCCC1	1.3
COc1ccc(CN(C)C[C@@H]2Oc3c(NC(=O)Nc4ccc(OC)cc4)cccc3C(=O)N([C@@H](C)CO)C[C@@H]2C)cc1	-9.2
C[C@@H]1CCCCO[C@H](CN(C)C(=O)c2ccncc2)[C@@H](C)CN([C@@H](C)CO)C(=O)c2cc(NC(=O)Cc3ccccc3)ccc2O1	-2.2
C[C@@H]1CN([C@H](C)CO)C(=O)Cc2cc(NC(=O)Nc3cccc4ccccc34)ccc2O[C@@H]1CN(C)CC1CC1	-3.7
C[C@@H]1CN([C@@H](C)CO)C(=O)c2cc(C3=CCCCC3)cnc2O[C@H]1CN(C)CC1CCOCC1	-2.6
C[C@H]1CN([C@@H](C)CO)C(=O)c2cc(NC(=O)CCN3CCOCC3)ccc2O[C@@H]1CN(C)C	0.5
C[C@H]1CN([C@@H](C)CO)C(=O)Cc2cc(NC(=O)C3CC3)ccc2O[C@@H]1CN(C)Cc1ccncc1	1.0
C[C@H](CO)N1C[C@H](C)[C@@H](CN(C)Cc2ccc(-c3ccccc3)cc2)OCc2cn(nn2)CCCC1=O	8.1
Cc1ccc(S(=O)(=O)N(C)C[C@H]2OCCCC[C@H](C)Oc3ccc(NS(C)(=O)=O)cc3C(=O)N([C@H](C)CO)C[C@@H]2C)cc1	-3.3

(further entries)
SMILES	NSD2 inh
C[C@@H]1CN([C@H](C)CO)S(=O)(=O)c2ccc(-c3ccccc3F)cc2O[C@@H]1CN(C)S(C)(=O)=O	1.0
COc1ccc(CN(C)C[C@@H]2OCCCC[C@H](C)Oc3ccc(NS(=O)(=O)c4ccc(C)cc4)cc3C(=O)N([C@H](C)CO)C[C@H]2C)cc1	4.7
C[C@H]1CN([C@@H](C)CO)C(=O)c2cc(C#CCN(C)C)cnc2O[C@@H]1CN(C)Cc1ccc(C(=O)O)cc1	0.9
C[C@H](O)C#Cc1cnc2c(c1)C(=O)N([C@H](C)CO)C[C@H](C)[C@@H](CN(C)C(=O)c1ccc(F)cc1)O2	-2.8
C[C@H]1CN([C@@H](C)CO)S(=O)(=O)c2ccc(-c3ccncc3)cc2O[C@H]1CN(C)S(=O)(=O)c1ccccc1F	-1.7
Cc1noc(C)c1S(=O)(=O)N(C)C[C@@H]1OCCCC[C@H](C)Oc2ccc(NS(=O)(=O)c3cccs3)cc2C(=O)N([C@H](C)CO)C[C@@H]1C	-1.0
C[C@@H]1CN([C@@H](C)CO)C(=O)c2cc(-c3ccc(F)cc3)cnc2O[C@H]1CN(C)C(=O)c1ccccn1	-0.4
C[C@@H]1C=C(C(=O)N2CCN(Cc3ccccc3)CC2)O[C@H](OCc2ccc(CO)cc2)C1	0.5
COc1ccc(S(=O)(=O)N(C)C[C@H]2Oc3c(NC(=O)Nc4cccc5ccccc45)cccc3C(=O)N([C@H](C)CO)C[C@@H]2C)cc1	4.4
COc1ccc(C(=O)Nc2ccc(CN3C(=O)[C@]4(O[C@H](CC(=O)N5Cc6ccccc6C[C@H]5CO)[C@@H]([Si](C)(C)c5ccc(OC)cc5)[C@@H]4C)c4ccccc43)cc2)cc1	-2.2
C[C@H]1CN([C@@H](C)CO)C(=O)c2cc(NC(=O)C3CC3)ccc2O[C@@H]1CN(C)S(C)(=O)=O	0.5
Cc1noc(C)c1NC(=O)Nc1cccc2c1O[C@@H](CN(C)Cc1ccccc1)[C@@H](C)CN([C@@H](C)CO)C2=O	7.5
C[C@H]1CN([C@@H](C)CO)C(=O)c2cc(NC(=O)Nc3cccc4ccccc34)ccc2O[C@H]1CN(C)C	2.5
CNC[C@@H]1Oc2ncc(-c3ccc(C#N)cc3)cc2C(=O)N([C@H](C)CO)C[C@@H]1C	4.7
COc1ccccc1-c1cnc2c(c1)C(=O)N([C@@H](C)CO)C[C@@H](C)[C@@H](CN(C)C(=O)CN(C)C)O2	35.2
C[C@H](CO)N1C[C@H](C)[C@H](CN(C)C(=O)CCCN(C)C)OCCCC[C@H](C)Oc2ccc(NC(=O)C3CCCCC3)cc2C1=O	14.8
COc1ccc(NC(=O)Nc2ccc3c(c2)C(=O)N([C@@H](C)CO)C[C@H](C)[C@H](CN(C)C(=O)Nc2ccc(C(F)(F)F)cc2)OCCCC[C@H](C)O3)cc1	-1.3
C[C@H](CO)N1C[C@H](C)[C@@H](CN(C)S(=O)(=O)c2cn(C)cn2)Oc2ccc(NC(=O)Nc3ccc(F)cc3)cc2CC1=O	0.7
C[C@@H]1CCCCO[C@@H](CN(C)Cc2ccc(C(=O)O)cc2)[C@@H](C)CN([C@H](C)CO)C(=O)c2cc(NC(=O)Nc3cccc4ccccc34)ccc2O1	0.0
O=C(C[C@@H]1C[C@@H]2c3cc(NC(=O)NC4CCCC4)ccc3O[C@@H]2[C@@H](CO)O1)NCC1CC1	-1.4
[N-]=[N+]=NCc1ccccc1C[C@@]1(C(=O)NCc2ccccc2)N=C(c2ccc(OCCCO)cc2)O[C@@H]1c1ccccc1	1.7
Cc1cc(C(=O)Nc2cccc3c2O[C@@H](CN(C)Cc2ccc(C(=O)O)cc2)[C@H](C)CN([C@H](C)CO)C3=O)n(C)n1	1.5
COc1ccc(S(=O)(=O)N(C)C[C@@H]2OCCCC[C@@H](C)Oc3ccc(N(C)C)cc3C(=O)N([C@H](C)CO)C[C@H]2C)cc1	-2.0
C[C@@H]1CCCCO[C@@H](CN(C)Cc2ccncc2)[C@H](C)CN([C@@H](C)CO)C(=O)c2cc(NS(C)(=O)=O)ccc2O1	0.2
C[C@@H]1CN([C@H](C)CO)S(=O)(=O)c2ccc(C#Cc3ccc(F)cc3)cc2O[C@H]1CN(C)C(=O)CN(C)C	3.2

An excerpt from above in order of the NSD2 inh value, highest first:
Structure	NSD2 inh
C[C@H](CO)N1C[C@H](C)[C@H](CN(C)C(=O)CCCN(C)C)OCCCC[C@H](C)Oc2ccc(NC(=O)C3CCCCC3)cc2C1=O	14.8
CNC[C@@H]1Oc2ncc(-c3ccc(C#N)cc3)cc2C(=O)N([C@H](C)CO)C[C@@H]1C	4.7
C[C@@H]1CN([C@H](C)CO)S(=O)(=O)c2ccc(-c3ccccc3F)cc2O[C@@H]1CN(C)S(C)(=O)=O	1.0

The listing picks up, repeating the two entries before the break.
SMILES	NSD2 inh
C[C@@H]1CCCCO[C@@H](CN(C)Cc2ccncc2)[C@H](C)CN([C@@H](C)CO)C(=O)c2cc(NS(C)(=O)=O)ccc2O1	0.2
C[C@@H]1CN([C@H](C)CO)S(=O)(=O)c2ccc(C#Cc3ccc(F)cc3)cc2O[C@H]1CN(C)C(=O)CN(C)C	3.2
C[C@H](CO)N1C[C@H](C)[C@@H](CN(C)S(=O)(=O)c2ccc(Cl)cc2)Oc2ccc(NC(=O)C3CCCCC3)cc2CC1=O	0.2
C[C@@H]1CN([C@@H](C)CO)C(=O)Cc2cc(NC(=O)Cc3cn(C)c4ccccc34)ccc2O[C@H]1CN(C)C(=O)Nc1ccccc1	-44.8
C[C@H](CO)N1C[C@H](C)[C@@H](CN(C)C(=O)Nc2ccc(F)cc2)Oc2c(NC(=O)Nc3ccc(C(F)(F)F)cc3)cccc2C1=O	-3.9
CC(C)CC#Cc1cnc2c(c1)C(=O)N([C@H](C)CO)C[C@@H](C)[C@H](CN(C)Cc1ccccc1F)O2	3.1
C[C@H](CO)N1C[C@H](C)[C@@H](CN(C)C(=O)Nc2ccccc2)OCCCC[C@H](C)Oc2ccc(NC(=O)CCCN(C)C)cc2C1=O	-2.0
CCCN(C)C[C@H]1Oc2cc(-c3cccc(F)c3)ccc2S(=O)(=O)N([C@H](C)CO)C[C@H]1C	-2.9
C[C@H]1CN([C@@H](C)CO)C(=O)Cc2cc(NC(=O)CCC(F)(F)F)ccc2O[C@@H]1CN(C)Cc1ccncc1	-3.7
CC(C)CC#Cc1cnc2c(c1)C(=O)N([C@H](C)CO)C[C@H](C)[C@@H](CN(C)C(=O)CN1CCOCC1)O2	0.6
O=C(C[C@@H]1CC[C@@H](NC(=O)Nc2ccc(C(F)(F)F)cc2)[C@H](CO)O1)NCCN1CCCC1	-2.2
C/C=C/c1ccc2c(c1)O[C@@H](CN(C)CC1CC1)[C@@H](C)CN([C@@H](C)CO)S2(=O)=O	17.1
C[C@H]1CCCCO[C@H](CN(C)S(=O)(=O)c2ccc(Cl)cc2)[C@@H](C)CN([C@@H](C)CO)C(=O)c2cc(NC(=O)Nc3cccc4ccccc34)ccc2O1	-3.2
C=CC1c2cc(O)c(OC)cc2CCN1Cc1cccc(OC(F)(F)F)c1 (centres undefined)	-1.0
C[C@@H]1CCCCO[C@@H](CN(C)Cc2ccc(C(=O)O)cc2)[C@@H](C)CN([C@@H](C)CO)C(=O)c2cc(NC(=O)Nc3cccc4ccccc34)ccc2O1	-2.8
COc1cccc(CNC(=O)C[C@H]2CC[C@H](NC(=O)C3CCC3)[C@@H](CO)O2)c1	-1.7
C[C@@H]1CN([C@H](C)CO)C(=O)c2cc(NC(=O)Cc3ccccc3)ccc2O[C@@H]1CN(C)S(=O)(=O)c1cccs1	-0.8
COCCCNC(=O)[C@]1(Cc2ccccc2N=[N+]=[N-])N=C(c2ccc(OCCCO)cc2)O[C@@H]1c1ccccc1	0.4
Cc1noc(C)c1NC(=O)Nc1ccc2c(c1)CC(=O)N([C@H](C)CO)C[C@H](C)[C@@H](CN(C)C(=O)Nc1ccccc1)O2	0.4
Cc1noc(C)c1S(=O)(=O)Nc1ccc2c(c1)C(=O)N([C@H](C)CO)C[C@H](C)[C@@H](CN(C)Cc1ccc3c(c1)OCO3)O2	-3.1
COc1cccc(S(=O)(=O)N(C)C[C@@H]2Oc3ncccc3C(=O)N([C@H](C)CO)C[C@@H]2C)c1	1.2
COc1ccc(S(=O)(=O)N(C)C[C@H]2OCCCC[C@H](C)Oc3ccc(NC(=O)Nc4c(C)noc4C)cc3C(=O)N([C@H](C)CO)C[C@@H]2C)cc1	-3.3
C[C@H](CO)N1C[C@H](C)[C@H](CN(C)Cc2ccc(Cl)c(Cl)c2)Oc2ccc(N(C)C)cc2CC1=O	-1.3
CS(=O)(=O)Nc1ccc2c(c1)[C@@H]1C[C@H](CC(=O)NCC(F)(F)F)O[C@@H](CO)[C@@H]1O2	-1.2
C[C@@H]1CN([C@@H](C)CO)C(=O)c2cccc(NC(=O)c3ccc(-c4nccs4)cc3)c2O[C@H]1CN(C)C(=O)Nc1ccc(F)cc1	2.4
C[C@H](CO)N1C[C@H](C)[C@@H](CN(C)C)Oc2ccc(NC(=O)Nc3ccc4c(c3)OCO4)cc2CC1=O	8.7
CC(C)NC(=O)Nc1ccc2c(c1)C(=O)N([C@H](C)CO)C[C@@H](C)[C@@H](CN(C)C)O2	9.5
C[C@H](CO)N1C[C@H](C)[C@H](CN(C)Cc2ccncc2)Oc2c(NS(C)(=O)=O)cccc2C1=O	-2.5
C[C@H]1CN([C@@H](C)CO)C(=O)c2cc(NS(=O)(=O)c3cn(C)cn3)ccc2O[C@@H]1CN(C)Cc1ccc(C(=O)Nc2ccccc2N)cc1	24.1
COc1ccc(S(=O)(=O)N(C)C[C@H]2Oc3ccc(NC(=O)Cc4cn(C)c5ccccc45)cc3CC(=O)N([C@H](C)CO)C[C@H]2C)cc1	-3.8

Ordered by formula weight (ascending): part of the list above.
SMILES	NSD2 inh
C/C=C/c1ccc2c(c1)O[C@@H](CN(C)CC1CC1)[C@@H](C)CN([C@@H](C)CO)S2(=O)=O	17.1
C[C@@H]1CN([C@@H](C)CO)C(=O)c2cccc(NC(=O)c3ccc(-c4nccs4)cc3)c2O[C@H]1CN(C)C(=O)Nc1ccc(F)cc1	2.4
C[C@@H]1CCCCO[C@@H](CN(C)Cc2ccc(C(=O)O)cc2)[C@@H](C)CN([C@@H](C)CO)C(=O)c2cc(NC(=O)Nc3cccc4ccccc34)ccc2O1	-2.8
